ALOX12 inh = inhibitors of human 12S-lipoxygenase ALOX12; P18054; purified 12hLO, xylenol orange hydroperoxide absorbance; Potency, µM (doses to about 108 µM), without a hit: top-dose activity change, negative = inhibition, actives largely listed as inhibitors; 580,000 compounds, 1.1% hits; further: potency means the concentration at half of the fitted maximal effect; on the % scale 0 is the no-effect control and ±100 the full control effect
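Hydroperoxide product was detected by ferrous iron/xylenol orange as the 573 to 405 nm absorbance ratio. Arachidonic acid at 40 uM (final) was turned over for 30 min at room temperature by 150 nM human 12hLO, pH 7.0 Hepes buffer, after 15 min compound preincubation.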
RGS4 inh = blocks human RGS4-accelerated GTP hydrolysis; P49798; Transcreener GDP fluorescence polarization, RGS4-accelerated GTP hydrolysis; Potency, µM (doses to about 114 µM), without a hit: at the top dose activity change, negative = inhibition, most hits filed as inhibitors; 390,000 compounds, 0.039% hits; AID 504845; further: potency means the concentration at half of the fitted maximal effect; on the % scale 0 is the no-effect control and ±100 the full control effect; nearly all actives have a fitted effect of over 75% in size; some results filed as inactive show a strong effect at the top dose
Target sequence (P49798 whole entry, looked up): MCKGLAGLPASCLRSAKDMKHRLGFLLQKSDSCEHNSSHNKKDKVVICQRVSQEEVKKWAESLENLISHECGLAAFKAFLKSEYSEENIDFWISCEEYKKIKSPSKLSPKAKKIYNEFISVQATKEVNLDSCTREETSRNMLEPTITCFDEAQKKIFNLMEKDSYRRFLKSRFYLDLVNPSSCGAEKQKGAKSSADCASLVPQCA
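MLSMR compounds (23 nl, pin-transferred) preincubated 10 min at room temperature with a 500nM (2x) first reagent, then RGS4 at 900nM (2x) plus Transcreener GDP mix added; fluorescence polarization (620/688 nm) read before and after 90 min at 30 °C.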
Vif-A3G inh = inhibitors of Vif-APOBEC3G interaction | HeLa A3G-eYFP + Vif (tagged APOBEC3G with the HIV-1 protein that degrades it), YFP fluorescence, overnight | Potency, µM (top dose mostly 46.1 µM), inactives show at the top dose activity, negative = active, usual class: inhibitors | 410,000 compounds, 0.076% hits | AID 602310;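 further: potency means the concentration at half of the fitted maximal effect; on the % scale 0 is the no-effect control and ±100 the full control effect; nearly all actives have a fitted effect of over 60% in size; hits raise eYFP signal because A3G escapes Vif-driven loss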
Target sequence (Q9HC16 whole entry, looked up): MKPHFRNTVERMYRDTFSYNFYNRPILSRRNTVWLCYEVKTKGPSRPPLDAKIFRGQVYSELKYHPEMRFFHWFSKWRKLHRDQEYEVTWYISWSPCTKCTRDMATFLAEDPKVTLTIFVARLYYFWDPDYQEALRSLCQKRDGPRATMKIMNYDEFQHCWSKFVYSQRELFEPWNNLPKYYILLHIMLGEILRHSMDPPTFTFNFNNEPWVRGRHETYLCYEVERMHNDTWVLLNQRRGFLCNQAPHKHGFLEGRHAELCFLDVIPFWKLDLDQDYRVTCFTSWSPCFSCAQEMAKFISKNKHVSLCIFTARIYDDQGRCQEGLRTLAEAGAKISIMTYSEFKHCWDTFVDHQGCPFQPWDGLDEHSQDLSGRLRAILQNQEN
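Read-out is eYFP fluorescence (Ex 488/Em 500-530) from Vif-expressing HeLa A3G-eYFP cells; more signal means A3G escaped Vif-mediated degradation. Cells plated overnight, compound pinned in, incubated overnight at 37 deg C.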
LDHA block = inhibitors of human lactate dehydrogenase A. purified LDHA, NADH/diaphorase-resazurin fluorescence; active compounds read low. activity change, % (values are at about 110 or 230 µM). 480,000 compounds, 0.15% hits. AID 1347041; in the data active means activity change below about -30%; inconclusive means mostly about -25% to -30%;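 further: plate controls were DMSO wells for no effect and wells without enzyme for full effect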
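Enzyme activity of human lactate dehydrogenase 5 (2 nM; 0.06 mM NADH, 0.2 mM pyruvate, 5 min, RT) is measured via a resazurin/diaphorase fluorescence readout of residual NADH.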
ERG Ets-DNA blk = blocks human ERG Ets domain binding to DNA; 370,000 compounds, 0.028% hits; P11308; AID 624246; Potency, µM (highest dose often 76.9 µM), for inactives: at the highest dose FP activity, negative = inhibition, usual class: inhibitors; fluorescence polarization, His-ERG Ets domain / labelled DNA; active means well fitted inhibition curve with a large enough effect in the polarisation, with a control signal flat; inconclusive means small, poorly fitted or top-dose-only effect, or effect the other way, or a change in a side signal; inactive means no such curve, though single readings can be large or run the other way; the % refers to the polarisation;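 further: polarization taken with two DNA probes labelled with fluorescein and Texas red; potency means the concentration at half of the fitted maximal effect; % of control where 0% means no effect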
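His-tagged ERG Ets domain (1 uM in the protein solution; 300mM KCl, 50mM Tris-HCl, 1mM EDTA, 1mM DTT, pH 7.5) received compound, then a probe mix of 5 nM fluorescein-DNA and 100nM Texas-615-DNA. Fluorescence polarization was read for both dyes.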
D2 antag = D2 dopamine receptor (human) antagonism. 340,000 compounds, 2% hits. P14416. AID 485344. HEK293 TREx D2 cells, calcium flux, dopamine EC80. inhibition, % at 10 µM; in the data active means inhibition above about 30%; further: 0% is about no effect
Target sequence (P14416 whole entry, looked up): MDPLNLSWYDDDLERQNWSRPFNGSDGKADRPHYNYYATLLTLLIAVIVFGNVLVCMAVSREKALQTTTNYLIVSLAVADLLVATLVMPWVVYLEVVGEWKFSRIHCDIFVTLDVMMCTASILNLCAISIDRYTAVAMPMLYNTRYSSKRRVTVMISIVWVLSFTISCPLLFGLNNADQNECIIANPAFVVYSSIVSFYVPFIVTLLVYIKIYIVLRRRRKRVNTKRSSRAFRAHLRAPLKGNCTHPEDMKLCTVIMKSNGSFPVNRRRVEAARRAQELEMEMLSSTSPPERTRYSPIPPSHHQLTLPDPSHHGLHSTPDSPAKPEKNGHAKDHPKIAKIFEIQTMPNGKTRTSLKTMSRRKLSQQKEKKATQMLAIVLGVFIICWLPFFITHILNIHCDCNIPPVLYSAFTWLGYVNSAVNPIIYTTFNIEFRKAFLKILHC
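Cells plated overnight at 30 C with tetracycline; no-wash calcium dye, 30–90 min RT; 10 s baseline; compound pinned; 180 s read; EC80 dopamine added; another 180 s read.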
Vif-APOBEC3F blk = Vif-A3F binding inhibition. HeLa A3F-eYFP + Vif (tagged APOBEC3F with the HIV-1 protein that degrades it), YFP fluorescence increase. Potency, µM (top dose mostly 46.1 µM), for the others: at the highest dose activity, negative = active. 390,000 compounds, 0.2% hits. AID 602313; further: potency means the concentration at half of the fitted maximal effect; % of control where 0% means no effect; nearly all actives have a fitted effect of over 65% in size
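HeLa cells stably expressing A3F-eYFP plus Vif, plated and incubated overnight at 37 deg C, then exposed to compounds overnight at 37 deg C. Blocked degradation read as raised yellow fluorescence (Ex 488/Em 500-530).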
D2 agonist = D2 dopamine receptor (human) agonism; 340,000 compounds, 0.53% hits; activation, % at 2 µM; HEK293 T-REx D2 cells, calcium flux agonist mode; P14416;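 active means activation over 3 SD above normal in the single-dose calcium agonist read, cut at about 30% in these data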; further: 0% is about no effect
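In this primary screen, compounds producing a positive calcium signal within 180 s of addition to tetracycline-induced, force-coupled HEK293 Trex D2 cells are flagged; cells are dye-loaded with a no-wash calcium kit beforehand.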
GRP78 ERSR act = induces the endoplasmic reticulum stress response in human glioma cells; U87-MG GRP78 promoter luciferase reporter, 16 h; Potency, µM, for inactives: at the highest dose activation, usual class: activators; 420,000 compounds, 0.02% hits; further: potency means the concentration at half of the fitted maximal effect; series mostly up to about 76 µM; % of control where 0% means no effect; nearly all actives have a fitted effect of over 35% in size
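ERSR induction read as luciferase luminescence (Bright-Glo, 10 min at room temperature) in stably transfected human U87-MG glioma cells exposed to compounds for 16 h, using GRP78 as sensor.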
* = called active by the depositor; ? = inconclusive; / = no result given; & = joins results of further samples; [ ] = dose if it differs, or a comment. Unless noted, the call rests on the fitted dose curve; in most records, active means well fitted curve in the direction sought with a large enough effect; inconclusive means small, poorly fitted or top-dose-only effect, or another doubt; inactive means no such curve, though single readings can be large; an effect the other way counts as inactive or inconclusive. These rows are one share of the data; count on the stated rates, not on these rows.

Every second line gives: ALOX12 inh	RGS4 inh	Vif-A3G inh	LDHA block	ERG Ets-DNA blk	D2 antag	Vif-APOBEC3F blk	D2 agonist	GRP78 ERSR act
> Cc1c(N=C(N)/N=C(\N)Nc2ccccc2)c(=O)n(-c2ccccc2)n1C
  28%	10%	-5%	-1	-3%	5	-12%	-2.2	3%
> Cc1noc(C)c1NC(=O)N(C)C[C@H]1Oc2ccc(NS(=O)(=O)c3cn(C)cn3)cc2C(=O)N([C@H](C)CO)C[C@@H]1C
  ?	-9%	1%	-3	2%	/	3%	/	-2%
> CCOC(=O)Nc1sc2c(c1C(N)=O)CCC(C)C2 (configuration not stated)
  -16%	?	0%	-4	10%	-11	2%	-0.8	2%
> N=c1c2c(-c3ccccc3)c(-c3ccccc3)n(Cc3ccco3)c2ncn1CCN1CCOCC1
  -19%	-35%	3%	7	-4%	-17	-12%	0.2	-6%
> Cc1ccc(CNC(=O)COc2ccc(S(=O)(=O)N3CCCC3)cc2)cc1
  -11%	5%	3%	-6	?	3	-6%	1.7	-2%
> Cc1ccc(OCC(=O)N(Cc2ccc(Cl)cc2)Cc2ccco2)cc1C
  ?	-15%	/	5	2%	/	/	3.7	/
> CCOC(=O)c1nn(-c2cccc(C)c2)c2nc(-c3ccccc3)c(C#N)c(=O)n12
  240%[activator]	-2%	-9%	-7	-14%	19	-2%	0.9	0%
> O=C(CC1NCCNC1=O)Nc1cccc(F)c1 (configuration not stated)
  -15%	-14%	0%	1	0%	/	1%	1.1	1%
> COc1ccc(C(=O)Oc2ccc(/C=N/NC(=O)c3ccccc3OC)cc2[N+](=O)[O-])cc1
  -8%	2%	2%	-2	-6%	/	-5%	/	-2%
> Cc1c(NC(=O)c2nn(C)c(=O)c3ccccc23)c(=O)n(-c2ccccc2)n1C
  0%&-8%	14%	-1%	-1&-3	0%	/	/	/	-4%
> COC(=O)C(C)Oc1ccc(Oc2nc(Cl)ccc2Cl)cc1 (configuration not stated)
  -10%	4%	-1%	-1	12%	6	-11%	-0.7	-5%
> Cn1cccc1C(=O)NC(=O)COC(=O)CC12CC3CC(CC(Br)(C3)C1)C2
  0%	-7%	0%	3	-2%	-1	-13%	1.4	-4%
> CC1=CC(C)(C)NC(=S)N1c1ccc(C)c(C)c1
  ?	16%	3%	-4	5%	-1	3%	0.8	-1%
> COc1ccccc1N(C)C(=O)Cn1c(=O)oc2cc(S(=O)(=O)N3CCCC3)ccc21
  -25%	-11%	1%	1	9%	/	3%	-0.7	-5%
> COCC1CCCN(Cc2nc(C(c3ccccc3)c3ccccc3)no2)C1 (configuration not stated)
  15%&0%	13%	-1%	-6	4%	-27	-18%	1.3	-4%
> O=C(CSc1nccn1Cc1ccc(F)cc1)NC1CCCCC1
  2%	/	2%	-6	/	/	0%	/	-4%
> COc1ccc(-c2c(-c3ccccc3)n(C)c3ccccc23)cc1
  -6%	3%	2%	3	0%	/	2%	/	8%
> COc1ccc(CCNc2ncnc3c2oc2ccccc23)cc1OC
  -27%	-10%	-11%	-3	/	11	-3%	0.0	-1%
> O=C(NCc1cccc(C(F)(F)F)c1)N1CCN(C(=O)c2ccccc2)CC1
  188%[activator]	-25%	2%	-4	35%[activator]	/	2%	/	-5%
> COc1ccccc1-n1c(CNC(=O)c2ccco2)nnc1SCC(=O)Nc1nccs1
  17%	8%	?	1	1%	26	-7%	-0.1	-4%
> O=C(c1ccccc1)N(C(=O)c1ccccc1)N1CCCC1
  15%	6%	-1%	-8	-2%	/	-2%	/	-2%
> CCOC1(c2ccccc2)OC(=O)c2ccccc21 (configuration not stated)
  -9%	15%	-3%	-9	6%	10	8%	0.5	-3%
> COc1ccc(CNC(=O)c2cc(-c3ccc(OC)c(OC)c3)nc3n[nH]c(-c4ccc(C)cc4)c23)cc1
  -9%	27%	-25%	0	8%	/	?	0.4	?
> CN(Cc1ccccc1)C(=O)CC(c1ccccc1)c1cc(Cl)ccc1O (configuration not stated)
  -17%	-39%	-14%	3	5%	6	-13%	0.3	1%
> O=C(NCc1ccco1)c1ccc2sc([C@@H]3O[C@H](CO)[C@@H](O)[C@H]3O)nc2c1
  10%	/	0%	-4	/	/	/	/	-3%
> Cc1c(Cl)cccc1NC(=S)NCCc1ccc(Cl)cc1
  25µM*	10%	1%	-4	4%	3	1%	0.5	-2%
> Cc1ccc(C2=CSC3=NCCN23)cc1
  0%	-47%	-1%	-3	-10%	/	-2%	/	-4%
> O=C(COC(=O)c1ccc(O)cc1O)NC(=O)NCc1ccccc1
  -5%	11%	0%	-1	-4%	-14	4%	19	-6%
> COc1ccc(C/C(N)=N/OC(=O)c2cccc([N+](=O)[O-])c2)cc1
  11%	22%	0%	-5	-2%	-11	4%	-0.6	-2%
> Cc1ccc(C(=S)N2CCN(Cc3ccccc3)CC2)s1
  0%	?	2%	-1	1%	50*	-3%	-0.3	-3%
> O=C(O)c1cccc(Nc2ccc([N+](=O)[O-])c3nonc23)c1
  6%	7%	-9%	6	9%	12	4%	3.8	-6%
> COc1ccc(S(=O)(=O)NC(=O)C2(C)CCN2C(=O)c2ccccc2CCc2ccccc2)cc1 (configuration not stated)
  -3%	/	-4%	-1	/	/	/	/	-3%
> COc1ccc(N2CC(NC(=O)c3ccc(S(=O)(=O)N4CCOCC4)cc3)CC2=O)cc1 (configuration not stated)
  -13%	18%	0%	-4	-4%	/	4%	-0.1	-3%
> Oc1cccc(CN2CCCCC2)c1
  /	-6%	-11%	-8	8%	56*	8%	0.7	-3%
> Cc1ccc(-c2ccccc2[C@@H]2C[C@H]3CN(C)C(=O)[C@]34CCCN24)o1
  2%	-37%	3%	-2	-4%	14	5%	0.3	-4%
> COc1ccc(C2c3ccc4ccccc4c3Oc3ncn(CCN(C)C)c(=N)c32)cc1 (configuration not stated)
  0%	-13%[56.9 µM]	-16%	-1	45%[activator]	-11	-7%	2.7	2%
> COc1ccccc1-c1nnc(NC(=O)CCS(=O)(=O)c2ccc(F)cc2)o1
  10%	/	?	2	/	/	2%	/	-6%
> NS(=O)(=O)c1ccc(N=Nc2c(-c3ccccc3)[nH]n(-c3nc(-c4ccccc4)cs3)c2=O)cc1
  2%	4%	1%	-6	1%	0	-9%	0.2	2%
> COCCNc1ncnc2c1ncn2[C@H]1CN(CCc2ccccc2)C[C@@H](CO)O1
  ?	/	-1%	-4	/	/	/	/	-4%
> COc1ccc(NC(=O)C2CCCCN2S(=O)(=O)c2ccc(F)cc2)cc1 (configuration not stated)
  5%	11%	3%	3	21%	-3	-6%	-0.3	-2%

Sorted by heavy-atom count (highest first): some entries from above.
Every second line gives: ALOX12 inh	RGS4 inh	Vif-A3G inh	LDHA block	ERG Ets-DNA blk	D2 antag	Vif-APOBEC3F blk	D2 agonist	GRP78 ERSR act
> CCOC(=O)c1nn(-c2cccc(C)c2)c2nc(-c3ccccc3)c(C#N)c(=O)n12
  240%[activator]	-2%	-9%	-7	-14%	19	-2%	0.9	0%
> Cc1c(N=C(N)/N=C(\N)Nc2ccccc2)c(=O)n(-c2ccccc2)n1C
  28%	10%	-5%	-1	-3%	5	-12%	-2.2	3%
> COc1ccc(-c2c(-c3ccccc3)n(C)c3ccccc23)cc1
  -6%	3%	2%	3	0%	/	2%	/	8%
> O=C(c1ccccc1)N(C(=O)c1ccccc1)N1CCCC1
  15%	6%	-1%	-8	-2%	/	-2%	/	-2%
> CCOC1(c2ccccc2)OC(=O)c2ccccc21 (configuration not stated)
  -9%	15%	-3%	-9	6%	10	8%	0.5	-3%

Going on with the list.
Every second line gives: ALOX12 inh	RGS4 inh	Vif-A3G inh	LDHA block	ERG Ets-DNA blk	D2 antag	Vif-APOBEC3F blk	D2 agonist	GRP78 ERSR act
> CC(=O)c1c(C)nn(CC(=O)NC2CCCN(Cc3ccc(CC(C)C)cc3)C2)c1C (configuration not stated)
  6%	1%	3%	-15	5%	7	7%	-0.8	-15%
> On1c(-c2ccccc2Cl)nc2ccccc21
  -10%	8%	0%	-11	5%	8	11%	3.1	-1%
> COC(=O)Cc1coc2cc(OC)ccc12
  14%	-17%	0%	-2	-5%	-4	-8%	-0.1	-4%
> O=C(NC(c1ccc(Cl)cc1)c1cnccn1)C1CCN(Cc2ccc(Cl)cc2)CC1 (configuration not stated)
  ?	/	0%	-7	/	/	/	/	-7%
> CCN1CCN(c2ccc(S(=O)(=O)N3CCCCC3)cc2NC(=O)c2sccc2C)CC1
  ?	-9%	1%	-11	17%	1	-18%	-0.2	-3%
> O=C(c1ccco1)N1CCN(C(=O)c2cc(-c3ccccn3)nc3ccc(Cl)cc23)CC1
  ?	2%[11.4 µM]	-8%	-1	-1%	-12	-12%	1.2	1%
> O=S(=O)(Cc1cc(Sc2ccc(Cl)cc2)nc(-c2ccccc2)n1)c1ccccc1
  0%	10%	-7%	-2	2%	11	-2%	1.0	-7%

Part of the list above, as tab-separated lines:
structure	ALOX12 inh	RGS4 inh	Vif-A3G inh	LDHA block	ERG Ets-DNA blk	D2 antag	Vif-APOBEC3F blk	D2 agonist	GRP78 ERSR act
CCN1CCN(c2ccc(S(=O)(=O)N3CCCCC3)cc2NC(=O)c2sccc2C)CC1	?	-9%	1%	-11	17%	1	-18%	-0.2	-3%
O=C(c1ccco1)N1CCN(C(=O)c2cc(-c3ccccn3)nc3ccc(Cl)cc23)CC1	?	2%[11.4 µM]	-8%	-1	-1%	-12	-12%	1.2	1%
